Screening results from PubChem.
MOR-DOR ag: agonists of human mu-delta opioid receptor heterodimerization. 0.3% of 340,000 active. activation, % at 9.3 µM. cells, OPRM1-OPRD1 heterodimerization, luminescence. AID 504326; in the data active means activation above about 18%;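 further: 0% = vehicle-treated cells and 100% = reference agonist; values of inactives mirror those of a sister screen read the other way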
PKA-R2B act: activates the human PKA-R2B holoenzyme complex | PKA-R2B holoenzyme dissociation, Cy5-IP20 fluorescence polarization; R2B truncated from residue 108, S112A mutant; 0% DMSO only, 100% 113 µM cGMP | activation, % at 11.4 µM | 0.079% of 340,000 active | P22694+P31323;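 active means activation above a cutoff set at the mean over all compounds plus 3 SD, cut at about 18% in these data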;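 further: higher means more holoenzyme dissociation and a rise in polarization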
PKA-R1A activ: activates the PKA-R1A holoenzyme complex. P00514+P68181. PKA-R1A dissociation, Cy5-IP20 fluorescence polarization; scaled: DMSO 0%, 113 µM cGMP 100%. activation, % at 11.4 µM. 0.083% of 340,000 active;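 active means percent activation above the mean of all tested compounds plus 3 SD, cut at about 19% in these data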;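 further: higher means more PKAc released from R1A so a rise in polarization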
HTR5A inv ag: counter-screen for OPRM1-OPRD1 inverse agonists: human HTR5A inverse agonism; HTR5A cell line, luminescence; inhibition, % at 9.3 µM; 0.083% of 340,000 active; in the data active means inhibition mostly above about 23%, no sharp cut-off; inactive means mostly below about 18%;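 further: 0% = cells with DMSO and 100% = no-cell wells with DMSO; some compounds called inactive have numbers as strong as hits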
Target sequence (P47898 whole entry, looked up): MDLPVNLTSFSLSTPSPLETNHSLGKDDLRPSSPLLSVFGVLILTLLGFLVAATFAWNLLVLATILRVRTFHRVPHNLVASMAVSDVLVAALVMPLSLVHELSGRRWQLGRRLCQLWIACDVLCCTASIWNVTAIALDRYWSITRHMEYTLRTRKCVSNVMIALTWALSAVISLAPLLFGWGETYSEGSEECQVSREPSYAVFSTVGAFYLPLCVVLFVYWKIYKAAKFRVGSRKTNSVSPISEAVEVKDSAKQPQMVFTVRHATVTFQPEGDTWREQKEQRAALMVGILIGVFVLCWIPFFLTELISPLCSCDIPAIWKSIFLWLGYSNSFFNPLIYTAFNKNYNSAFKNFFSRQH
Arr AP2 block: blocks beta-arrestin peptide binding to AP2 adaptin; FITC-arrestin peptide / GST-AP2 beads, flow cytometry; AP2 beta2 appendage carries R879A mutation; inhibition, % at 10 µM; 0.31% of 340,000 active;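 active means inhibition above a set limit, near 3 SD of compounds lacking own fluorescence, cut at about 54% in these data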;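 further: plate controls were DMSO wells for no effect and 5 µM unlabelled arrestin peptide for full effect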
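Material – AP2 appendage R879A on GSH beads · Buffer or medium – PBS with 0.05% Tween 20 and 0.1% BSA · Probe or stimulus – fluorescein-tagged arrestin peptide at 50 nM final · Incubation – compound with beads 12 min RT, then probe 1 h RT · Detection – high-throughput flow cytometry of beads, ex 488, em 535 nm · Evaluation – percent response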
DSG3 Ab inh: blocks pemphigus antibody binding to human desmoglein-3. P32926. DSG3-coupled beads, scFv-anti-DSG3-GFP binding, flow cytometry; hits give low values. binding (percent of control), % at 10 µM. 0.48% of 310,000 active;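 active means binding more than 3 SD below its plate's average and above zero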;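 further: hits lower antibody fragment binding to DSG3; some compounds called inactive have numbers as strong as hits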
OPRM1-OPRD1 inv: mu-delta opioid heterodimer inverse agonism. P35372+P41143. cell-based MOR-DOR heterodimer luminescence. inhibition, % at 9.3 µM. 0.21% of 340,000 active. AID 504357; in the data active means inhibition above about 22%, passing the limit was not always enough;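 further: 0% = cells with DMSO and 100% = wells without cells with DMSO; values of inactives mirror those of a sister screen read the other way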
DAGLB inhibitor: diacylglycerol lipase beta (human) inhibition | HEK293T DAGLB membrane lysate, EnzChek fluorogenic substrate | inhibition, % at 5.17 µM | 0.059% of 340,000 active; in the data active means inhibition above about 34%;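 further: 0% = enzyme with vehicle and 100% = wells lacking enzyme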
Target sequence (Q8NCG7 whole entry, looked up): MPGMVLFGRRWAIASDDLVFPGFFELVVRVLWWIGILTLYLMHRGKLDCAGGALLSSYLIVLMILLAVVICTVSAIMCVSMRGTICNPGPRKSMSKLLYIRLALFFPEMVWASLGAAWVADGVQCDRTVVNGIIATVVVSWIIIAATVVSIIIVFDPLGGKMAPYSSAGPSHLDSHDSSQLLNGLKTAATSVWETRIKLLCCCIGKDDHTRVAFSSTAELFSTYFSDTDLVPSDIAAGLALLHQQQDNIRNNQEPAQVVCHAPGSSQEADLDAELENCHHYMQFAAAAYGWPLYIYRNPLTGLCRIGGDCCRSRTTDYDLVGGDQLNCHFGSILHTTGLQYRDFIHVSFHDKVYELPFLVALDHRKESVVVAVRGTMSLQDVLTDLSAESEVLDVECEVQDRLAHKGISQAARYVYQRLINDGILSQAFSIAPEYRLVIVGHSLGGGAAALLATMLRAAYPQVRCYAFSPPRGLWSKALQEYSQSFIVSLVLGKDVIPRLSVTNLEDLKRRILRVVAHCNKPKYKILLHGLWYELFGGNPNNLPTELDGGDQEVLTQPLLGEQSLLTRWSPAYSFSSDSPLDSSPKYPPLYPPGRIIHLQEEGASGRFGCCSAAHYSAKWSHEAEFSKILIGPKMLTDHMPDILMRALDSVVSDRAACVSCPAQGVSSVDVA
HTR5A ag: HTR5A agonism, opioid heterodimer counter-screen; 0.61% of 340,000 active; HTR5A agonist assay, luminescence, cell-based; P47898; activation, % at 9.3 µM; in the data active means activation mostly above about 9.5%, no sharp cut-off; inactive means mostly below about 7.6%;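 further: 0% = cells with vehicle only and 100% = reference agonist; strong numbers were not always called active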
V-ATPase pH: regulators of yeast V-ATPase proton transport; S. cerevisiae, pHLuorin cytosolic pH fluorescence; 0.37% of 350,000 active; response, % at 10 µM; in the data active means response mostly above about 7.3%, no sharp cut-off; inactive means mostly below about 5.4%; further: actives read high; inactives centre near 0; some compounds called inactive have numbers as strong as hits; reference of the scale not given here
Numbers without * were called inactive; . = no result given.

SMILES	MOR-DOR ag	PKA-R2B act	PKA-R1A activ	HTR5A inv ag	Arr AP2 block	DSG3 Ab inh	OPRM1-OPRD1 inv	DAGLB inhibitor	HTR5A ag	V-ATPase pH
Cc1cc(C(=O)N/N=C/c2c[nH]c3ccccc23)cs1	-2.7	1	-10	-13	3	.	13	1	4	-3
COc1ccccc1OCc1nc(-c2ccc([N+](=O)[O-])cc2)no1	4.0	2	2	1	-3	105	-25	-5	7	-1
O=C1CCCN1CCCNc1ncnc2c1cnn2-c1ccc(Cl)cc1	0.7	-13	2	-18	7	103	-4	0	7	0
Cn1nccc1NC(=O)NC(=O)c1c(Cl)cccc1Cl	-1.5	-22	-6	11	27	.	8	-3	2	4
CC(C)Oc1ccc(C(=O)NC(=S)N2CCOCC2)cc1	-4.9	-9	-2	1	-1	104	22	-2	2	-2
CNC(=O)c1c(NC(=O)c2cccc(N3C(=O)CCC3=O)c2)sc2c1CCCC2	0.0	-10	-4	-5	4	96	0	3	2	-1
O=C(Cc1cccs1)Nc1ccc2c(c1)C(=O)OC2	-2.0	-2	1	-8	1	110	12	-2	0	0
O=C(Nc1ccccn1)c1cc(-c2cccnc2)nc2ccc(Br)cc12	33*	8	7	-8	4	81	-158	-2	3	5
COc1ccc(S(=O)(=O)N(C)C[C@@H]2OCCCC[C@@H](C)Oc3ccc(NS(=O)(=O)c4cccs4)cc3C(=O)N([C@H](C)CO)C[C@@H]2C)cc1	.	-2	8	.	.	.	.	-3	.	0
O=C(Nc1nnc(C2=COCCO2)o1)c1ccc([N+](=O)[O-])s1	3.5	7	-8	9	-6	94	-18	4	4	-2
C[C@]12c3[nH]c4cc(-c5ccco5)ccc4c3CCN1C(=O)[C@@H](CC(=O)NCCC1=CCCCC1)C[C@@H]2C(=O)N1CCOCC1	-3.0	-5	-3	-1	3	103	15	1	0	2
CCOC(=O)CSc1nnc(NC(=O)c2cccc([N+](=O)[O-])c2C)s1	-1.0	-7	2	8	2	91	5	3	7	-2
CCCOc1ccc(-c2c(C(=O)N/N=C(\C)c3cccnc3)nnn2-c2nonc2N)cc1	-3.6	4	-6	1	16	105	19	0	0	-6
COc1ccc(S(=O)(=O)NC(C)C(=O)N2CCCC2)cc1C (configuration not stated)	-3.4	-8	-5	0	-15	105	16	-3	0	1
CCCCCC(=O)NC(Cc1ccc(OC)c([N+](=O)[O-])c1)C(=O)O (configuration not stated)	1.1	0	-2	8	-9	105	-8	0	4	1
CCCCn1c2ccccc2c2nnc(SCCN3CCCCC3)nc21	-2.4	-2	2	4	38	103	11	-2	-1	-2
CCCCOC(=O)n1c(SCC(=O)N(CC)CC)nc2ccccc21	-1.2	-5	-1	4	1	100	6	-7	1	1
CCOC(=O)c1c(C)[nH]c(C(=O)/C(C#N)=C/c2ccc(OC(F)F)c(OC)c2)c1C	-1.3	-5	11	22	23	105	7	8	0	3
COC(=O)c1c(C)[nH]c(/C=N/Nc2ccccc2)c1C	-2.1	-15	6	4	30	101	11	0	1	-3
CC(C)N(CCCNC(=O)c1ccc(CS(=O)(=O)c2c(Cl)cccc2Cl)o1)Cc1ccccc1	-0.2	-4	-2	10	15	.	1	-1	-3	0
O=C(O)CCC(=O)Nc1cccc(C(=O)Nc2cccc(Cl)c2)c1	-1.7	3	2	-1	26	103	10	-1	0	2
CCCCCCC(=O)c1c(C)[nH]c(C(=O)OCC)c1C	0.8	-5	1	-6	10	82	-4	-2	-2	0
Oc1ccc(Cl)cc1/C=N/c1nccs1	-2.9	-5	1	5	3	101	16	2	-1	-4
NC(CSC1(c2ccc(Cl)cc2)c2ccccc2-c2ccccc21)C(=O)O (configuration not stated)	5.6	-1	7	-6	-3	107	-24	-8	2	4
O=C(Nc1ccccn1)c1ccc(S(=O)(=O)N2CCCC2)cc1	-0.2	-4	-4	-16	12	98	2	0	6	0
COc1ccc(-n2c(SCC(=O)NCC3CCCO3)nc3c(c2=O)SCC3)cc1OC (configuration not stated)	-1.8	-2	-11	-1	10	92	10	1	4	1
O=C(CCc1c[nH]c2ccccc12)N1CCCCCCC1	-5.2	0	-8	-14	1	120	27	1	6	-1
CN(c1ccccc1)c1nc(N)c([N+](=O)[O-])c(N2CCCCCC2)n1	8.4	-15	-10	-3	-15	103	-43	-9	-1	-1
Cc1ccn2c(NCc3ccccc3)c(-c3cccc(SC4CCCCC4)c3)nc2c1	1.2	3	1	-39	-1	109	-7	-12	-4	-9
O=C(O)CCN1C(=O)c2ccc(NC(=O)CSCc3ccccc3)cc2C1=O	-1.2	-10	9	-42	6	99	6	0	6	-3
O=C(c1ccc2c(c1)OCO2)C1CCCN(Cc2ccc3cccc(F)c3n2)C1 (configuration not stated)	-0.8	-9	-3	-4	1	102	6	0	5	.
Cc1c(NS(=O)(=O)c2cccs2)c(=O)n(-c2ccccc2)n1C	-2.4	-20	7	3	12	106	12	2	-1	0
CC(C)C(=O)NCCc1nc(-c2ccccc2Cl)no1	-0.5	7	0	38*	-1	112	3	2	2	-1
CN1CCN(C(=O)C2CCN(S(=O)(=O)c3cnc[nH]3)CC2)CC1	-2.3	-8	-8	0	2	86	14	-3	2	1
COc1cc(C(=O)NCCc2ccc(S(N)(=O)=O)cc2)cc(OC)c1OC	-2.1	9	7	-3	4	97	11	0	-1	-3
CC[C@H]1C(c2ccc(F)cc2)=NN(c2ccccc2)[C@@H]1CO	4.9	-4	-3	-23	-6	95	-24	1	7	-3
Cc1ccc2cc(CN(CC3CCCO3)C(=S)Nc3ccccc3)c(=O)[nH]c2c1 (configuration not stated)	1.4	-4	-1	26	7	109	-7	-1	1	-3
CCCCN(C)CCCNC(=O)c1cn(CC)c2ccc(S(=O)(=O)N3CCOCC3)cc2c1=O	-3.8	-4	-9	12	-6	107	20	-1	1	-1
CC(=O)Nc1ccc(NC(=O)CSc2nc(=O)n(Cc3ccncc3)c3c2CCC3)cc1	-0.9	2	-3	-5	2	104	6	2	0	-1
CC(/C=N/NC(=O)Cc1cccn1C)=C\c1ccco1	0.0	11	4	5	-6	109	0	4	-2	1

Profiles, quoted from the list. Screens in order: MOR-DOR ag, PKA-R2B act, PKA-R1A activ, HTR5A inv ag, Arr AP2 block, DSG3 Ab inh, OPRM1-OPRD1 inv, DAGLB inhibitor, HTR5A ag, V-ATPase pH
Listed for `Oc1ccc(Cl)cc1/C=N/c1nccs1` = -2.9, -5, 1, 5, 3, 101, 16, 2, -1, -4
Listed for `CN1CCN(C(=O)C2CCN(S(=O)(=O)c3cnc[nH]3)CC2)CC1` = -2.3, -8, -8, 0, 2, 86, 14, -3, 2, 1
Listed for `CC(/C=N/NC(=O)Cc1cccn1C)=C\c1ccco1` = 0.0, 11, 4, 5, -6, 109, 0, 4, -2, 1

Additional entries.
SMILES	MOR-DOR ag	PKA-R2B act	PKA-R1A activ	HTR5A inv ag	Arr AP2 block	DSG3 Ab inh	OPRM1-OPRD1 inv	DAGLB inhibitor	HTR5A ag	V-ATPase pH
Cc1c(Cl)cccc1NC(=S)N1CCN(c2ccc([N+](=O)[O-])cn2)CC1	-1.0	-4	5	-24	6	90*	5	-1	0	1
O=C(NC1CC1)c1cccc(S(=O)(=O)Nc2ccccc2F)c1	0.1	1	-3	-23	11	95	0	0	-2	-3
CCOC(=O)N1CCc2c(sc(NC(=O)Cc3ccccc3)c2C(=O)c2ccc(OC)cc2)C1	-2.3	5	4	-20	21	111	12	-2	-2	3
CC(Oc1ccccc1)C(=O)N1CCC2(CC1)Oc1ccc(F)cc1C(=O)C21CC(c2ccccc2)=NO1 (configuration not stated)	-3.1	-6	-11	-14	-7	104	17	-4	6	1
COc1ccc(OCc2ccc(/C=N\NC(=O)c3sccc3C)o2)cc1	-2.9	-9	-14	14	-8	100	16	-2	2	4
CCc1ccc(OCC(=O)NNC(=O)CSc2ncnc3sc(C)c(C)c23)cc1	-2.7	5	-4	-11	9	96	15	-1	3	0
C/C(=N\NC(=O)c1cccc(S(=O)(=O)Nc2ccccc2Cl)c1)c1ccco1	-0.9	7	1	-1	34	123	5	1	2	0
CCNCc1cc2cc(C)ccc2[nH]c1=O	-0.6	-8	-1	8	2	103	3	-1	-2	6
COc1ccc(C(C)=O)cc1COC(=O)c1cc(C)oc1C	-0.1	-3	-3	17	29	.	0	-4	-7	1
CCOc1ccc(NC(=O)NC(=O)N(C)S(=O)(=O)c2ccc(C)cc2)cc1	-1.2	-3	-2	1	19	97	6	-2	0	-8
COCCNC(=O)c1ccc(N2CC3CC(C2)c2cccc(=O)n2C3)c(NC(=O)c2ccc(C(C)(C)C)cc2)c1 (configuration not stated)	.	7	0	.	.	95	.	1	.	-1
Cc1ccc(S(=O)(=O)N2CCCOC2CNC(=O)C(=O)NCc2ccccc2C)cc1 (configuration not stated)	-0.5	-14	-11	13	16	.	2	-3	2	4
COc1cc(CN2CCCC(C(=O)c3ccc(SC)cc3)C2)cc(Cl)c1O (configuration not stated)	3.2	7	-15	-4	27	116	-16	1	1	14*
O=[N+]([O-])c1cccnc1SCc1ccccc1	7.9	-2	-8	-11	3	100	-37	-7	3	-1
O=C(COC(=O)CN1C(=O)c2ccccc2C1=O)Nc1ccc(S(=O)(=O)N2CCCC2)cc1	-0.9	3	-21	3	-10	98	5	-3	-1	0
CCn1c(C)cc(/C=C2\NC(=O)N(Cc3ccccc3)C2=O)c1C	-0.8	2	4	5	5	110	4	7	11	-3
Cc1ccc(S(=O)(=O)c2nc(NN(C)C)sc2Cl)cc1	2.8	-8	4	-19	-7	105	-13	0	7	-4
O=C(Nc1cccc(C(=O)N2CCCCC2)c1)c1ccc(Cl)cc1	-1.5	-3	5	3	-6	112	8	0	0	2
CCc1nnc(NC(=O)CSc2nnc(-c3ccccc3NC(=O)c3ccccc3)o2)s1	3.1	4	-10	-3	8	98	-19	2	1	1
COc1ccc(N(C(=O)CCl)C(C)(C(=O)Nc2c(C)cccc2C)c2ccccn2)cc1 (configuration not stated)	-1.5	-3	-3	3	3	96	10	1	0	-1
Cc1nc2ncnn2c(C)c1CCC(=O)NCCC1=CCCCC1	0.4	-7	5	-3	19	99	-2	3	1	1
COc1ccc(C(=O)C(CCC(CNC(C)(C)C)C(=O)c2ccc(OC)cc2)CNC(C)(C)C)cc1 (configuration not stated)	1.2	13	-9	-38	-3	91	-8	-1	13*	-4
Nc1nnnn1/N=C/C=C/c1ccccc1	-1.4	4	6	-14	6	105	8	-2	-3	-2
Cc1ccc(OCC(=O)Nc2ccncc2)c(C)c1	5.3	-2	-6	4	47	101	-27	0	-2	9
COC(=O)C(C(=O)OC)=C(/C=C/N(C)C)N(C)C	-1.9	3	-1	12	5	101	9	3	-3	2
O=C(NCc1ccco1)C1CCN(C(=O)c2ccc(Cl)cc2)CC1	-3.4	9	-4	6	-11	100	14	2	-3	-2
Cc1cc(/C=C2/NC(=O)NC2=O)c(C)n1-c1ccccn1	0.4	5	-4	-9	4	101	-2	1	3	4
O=C(CNCc1ccccc1)NCCCN1CCCC1=O	-2.5	-3	1	10	3	105	12	-1	-3	0
O=C(OCC(O)COC(=O)c1cccnc1)c1cccnc1	-1.7	6	-11	-24	27	93	10	-2	6	0
